Source: PubChem BioAssay (several laboratories)
eLon inh – inhibitors of E. coli Lon protease, primary screen, biochemical, fluorescence polarization. purified E. coli Lon protease. inhibition, % at 7.94 µM. hit rate 0.42% among 360,000; in the data active = inhibition above about 13%, passing the limit was not always enough;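 also: 0% = enzyme with probe and DMSO and 100% = no enzyme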
Tb MetRS inh – T. brucei MetRS inhibitors, primary screen, biochemical, luminescence; inhibition, % at 11.9 µM; hit rate 0.4% among 360,000; purified T. brucei MetRS, ATP depletion, Kinase-Glo luminescence; methionyl-tRNA synthetase (Trypanosoma brucei brucei);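 active = inhibition above a per-plate cutoff of the control wells' mean inhibition plus 3 SD, cut at about 5.5% in these data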;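 also: 0% = DMSO wells median and 100% = median of wells with control inhibitor compound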
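Test system – parasite MetRS enzyme · Reagent – substrates ATP, L-methionine and bulk Escherichia coli tRNA · Doses – 11.9 µM compound single dose, 0.9% DMSO · Times – 15 min enzyme-compound preincubation, 2 h reaction, 10 min detection, 25 °C · Signal – Kinase-Glo luminescence, ATP depletion format · Controls – DMSO-only wells as low control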
SKN-1 inh – suppressors of acrylamide-induced Pgst-4::GFP reporter in worms, primary screen, SKN-1 inhibitor project, whole organism, uHTS, GFP/RFP fluorescence ratio, strain VP596 | C. elegans VP596 Pgst-4::GFP/RFP ratio, 24 h | inhibition, % at 21.8 µM | hit rate 0.49% among 360,000 | AID 624304, 2012;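 active = interference check ratio from 0.5 to 1.5 plus GFP to RFP signal ratio inhibition reaching or exceeding a fixed threshold, cut at about 30% in these data, passing the limit was not always enough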; also: some compounds called inactive have numbers as strong as hits
FAS TE block – FAS thioesterase domain inhibitors, primary screen, biochemical, fluorescence intensity, uHTS. Fatty acid synthase (Homo sapiens), P49327. recombinant FAS-TE, OMFH fluorogenic substrate, fluorescence endpoint. inhibition, % at 15 µM. hit rate 0.67% among 360,000. AID 602261, 2012;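 active = compounds whose normalised, plate-corrected inhibition of enzyme fluorescence in the single-dose primary screen is 50% or more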;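 also: 0% = DMSO with enzyme and 100% = substrate without enzyme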
MsrA act – bovine MsrA enzyme activators, primary screen, biochemical, absorbance, HTS; purified bovine MsrA, absorbance read-out; activation, % at 10.6 µM; hit rate 0.3% among 360,000; AID 602163, 2012; in the data active = activation above about 7.5%;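 also: 0% = vehicle and 100% = reference activator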
MsrA inhibitor – bovine MsrA enzyme inhibitors, primary screen, biochemical, absorbance, HTS | Methionine sulfoxide reductase A (Bos taurus) | purified bovine MsrA, absorbance read-out | inhibition, % at 15.5 µM | hit rate 0.75% among 360,000 | AID 651718, 2012; in the data active = inhibition above about 4.5%;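 also: 0% = vehicle wells with enzyme and 100% = reference inhibitor wells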
MT1-MMP act inh – blockers of MT1-MMP proenzyme processing, primary screen, HT1080 RFP-PRO-GFP cells, GFP/RFP fluorescence | Matrix metalloproteinase-14 (Homo sapiens), P50281 | GFP/RFP ratio change, % at 20 µM | hit rate 0.061% among 360,000 | GFP/RFP ratio fluorescence, overnight; percent of plate control window, DMSO zero;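 active = GFP/RFP ratio change of at least 30% with cell ATP level not reduced by more than half and red fluorescence within 50% of control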; also: strong numbers were not always called active
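Material – HT1080 RFP-PRO-GFP cells · Control set – DMSO wells and RFP-L50D-GFP cells · Incubation – overnight cell settling, then overnight compound exposure, 37 °C, 5% CO2 · Compound dosing – single-point 20 µM compound, 1% DMSO · Read-out – GFP/RFP fluorescence ratio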
CendR NRP1 mod – modulators of CendR peptide binding to NRP-1, primary screen, biochemical, fluorescence polarization, uHTS. inhibition, % at 25 µM. AID 602438, 2012. hit rate 0.85% among 360,000. FAM-RPARPAR peptide binding to NRP-1;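 active = inhibition or corrected inhibition above about 18%, plus a signal ratio from 0.5 to 1.5, limit read from the data, passing the limit was not always enough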; also: strong numbers were not always called active
PABP1 MLLE inh – inhibitors of PABP1 MLLE–PAM2 peptide binding, primary screen, biochemical, fluorescence polarization, FITC-PAM2, GST-MLLE. Polyadenylate-binding protein 1 (Homo sapiens), P11940. inhibition, % at 20 µM. hit rate 0.36% among 360,000; in the data active = inhibition above about 35%, passing the limit was not always enough;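 also: plate controls were DMSO wells with GST-MLLE for no effect and wells lacking GST-MLLE protein for full effect; some results filed as inactive read as strong as hits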
An asterisk follows results filed as active; / = no result given. No enrichment for hits; overall some 4% were active at least once.

SMILES	eLon inh	Tb MetRS inh	SKN-1 inh	FAS TE block	MsrA act	MsrA inhibitor	MT1-MMP act inh	CendR NRP1 mod	PABP1 MLLE inh
COC(=O)COc1ccc(S(=O)(=O)NCC2CCCO2)cc1Cl (stereo unspecified)	-5	-0.7	2	-6	-1	-0.2	-1	-5	3
COc1cc(N)c(Br)cc1C(=O)O	-5	-2.1	-3	-9	-9	0.1	-3	11	-8
CC(C)CCN1C(=O)CCC1(C)C(=O)NC1CCCCCCC1 (stereo unspecified)	-4	0.3	8	-1	-1	0.0	-1	0	-7
COc1ccccc1C(CNC(=O)c1cccc(NS(=O)(=O)c2ccc(Br)cc2)c1)N(C)C (stereo unspecified)	-12	-0.8	-4	-2	-7	0.9	2	-2	-1
CC1Cc2cc(/C(O)=C3/C(=O)C(=O)N(CCCn4ccnc4)C3c3ccncc3)ccc2O1 (stereo unspecified)	-8	0.4	11	-6	-4	3.1	3	-10	-1
Cc1ccc2c(c1)C(O)(C1COC(C)(C)CC1=O)C(=O)N2C (stereo unspecified)	6	-0.2	-7	-1	0	2.3	2	-5	7
CC(Oc1ccccc1)c1ccnc2nc(N3CCOCC3)nn12 (stereo unspecified)	-5	-0.9	-2	-6	-8	4.0	-1	13	5
CC(C)OC(=O)c1c(NC(=O)c2cccs2)sc2c1CCCC2	-9	0.2	9	27	-1	-0.9	-6	3	4
C=CCn1cc(-c2ccc(Cl)cc2)cc(C#N)c1=O	-5	-0.5	9	9	-2	0.4	2	3	11
Clc1ccccc1-c1nc(-c2ccc(Br)o2)no1	-4	-0.1	67*	25	-3	0.8	-6	11	-4
O=C(NC1CCCC1)C(c1ccccn1)N(Cc1ccc(F)cc1)C(=O)c1csnn1 (stereo unspecified)	-6	0.4	30	2	-3	-0.5	1	-1	10
CCNC(=S)N1CC(C)OC(C)C1 (stereo unspecified)	-1	-0.2	-6	-6	2	-0.8	2	1	-80
O=C(CCc1ccccc1)Nc1ccccc1C(F)(F)F	-1	-0.5	-1	-1	-5	-0.7	0	-3	7
O=C(NCc1ccccc1)/C(NC(=O)c1ccccc1)=C(/Sc1ccccn1)c1ccccc1	-8	-0.9	-8	-1	-1	2.0	-2	3	12
Clc1ccc(-c2nnc3n2CCCC3)cc1Cl	-9	-1.2	-25	-7	-4	1.3	-4	-6	19
COc1ccc(-c2ccc(SCC(=O)N3CCOCC3)nn2)cc1OC	-5	0.1	0	-10	-5	1.4	1	-10	14
CC(C)(C)OC(=O)N1Cc2ccccc2C[C@H]1C(=O)O	-5	-0.6	-7	-6	-2	-1.1	4	0	-4
Cn1c(NCc2ccccc2F)nc2cc(-c3ccccc3)sc2c1=O	-6	0.5	15	2	-2	1.2	4	-4	-1
CCOC(=O)[C@]12CCC=C1N(Cc1ccco1)C(=O)[C@H](CC(=O)N1CCCCC1)C2	4	-0.6	2	-14	-6	0.9	0	-26	/
COc1ccc(-n2c(Cc3cccn3C)nnc2SCC(=O)Nc2nc(C)cs2)cc1	-3	-2.3	4	4	0	0.6	-1	-4	-4
CN(C)c1ccc(P(=O)(CC(=O)N/N=C/c2ccc(C#N)cc2)OCCCl)cc1 (stereo unspecified)	-4	1.6	-6	0	-10	-0.3	-7	0	2
COc1ccc2c(c1OC)C(=O)OC2CC(=O)c1ccc(O)c(O)c1 (stereo unspecified)	-5	0.7	-3	-7	-6	1.6	-3	-39	17
Cc1ccccc1C(=O)Nc1ccccc1NC(=O)c1ccccc1C	-2	-0.9	-8	-1	-1	-0.9	-1	-2	-4
CCNC(=S)N/N=C(\C)c1ccc(N2CCOCC2)cc1	3	-0.6	16	-2	-8	3.4	4	-8	12
CCN(Cc1ccccc1)C(=O)COC(=O)CNS(=O)(=O)c1ccc(C)cc1	-9	-0.1	-8	-4	-3	0.2	-1	-2	0
O=C1CCCC2=C1C(c1ccc3c(c1)OCO3)c1c([nH]n(-c3ccccc3)c1=O)N2 (stereo unspecified)	12	-0.9	-18	-6	-10	3.0	6	5	6
CCN(CC)C(=O)c1cccc(NC(=O)C2=COCCO2)c1	12	-0.5	-6	-2	-3	-1.4	2	2	17
COc1cc(C(=O)Nc2cccc(-c3cn4cccnc4n3)c2)cc(OC)c1OC	-5	-0.2	4	-2	-3	2.6	14	10	-7
O=C(C1CCCO1)N1CCC(c2nc3ccccc3[nH]2)CC1 (stereo unspecified)	1	-0.4	18	-8	-1	0.0	4	-2	-16
COc1ccccc1/C=C/C(=O)NCC(=O)N/N=C(\CCC(=O)O)c1ccccc1	-1	-1.1	4	-12	-12	0.2	-2	0	17
O=C(CNC(=O)c1cc2ccccc2o1)NCc1cccs1	-1	-0.8	-18	-8	-9	0.3	3	4	5
COc1ccc2c(c1)c(=O)c(C(=O)c1ccc(F)cc1)cn2CC(=O)Nc1ccc(F)cc1	-15	0.3	-13	3	-5	-0.5	8	-12	-7
CC1(C)Cc2c(sc3nc[nH]c(=O)c23)CO1	7	0.1	2	2	-1	0.7	2	1	-10
COc1ccccc1Cc1c(C2CCCCC2)nc2c3ccccc3ccn12	3	-2.3	7	15	-12	0.2	6	2	/
COc1cc(C(=O)NNC(=O)NC2CCCCC2)cc(OC)c1OC	-7	-0.8	-5	1	1	-0.1	-7	7	-2
CCCS(=O)(=O)NC(=O)C1(C)CCCN(C(=O)c2cccc(Cl)c2)C1 (stereo unspecified)	-9	-0.1	8	-1	0	1.4	-3	-4	-8
CCS(=O)(=O)N1CCN(c2ccc(Cl)cc2[N+](=O)[O-])CC1	-5	5.7*	13	-7	-4	0.7	5	-6	-8
O=C1c2ccccc2S(=O)(=O)N1CC(O)COc1ccc(Cl)cc1 (stereo unspecified)	2	-1.5	-9	1	-13	0.5	5	3	-16
CC(=O)OC(C)(C)/C=C/C(=O)[C@](C)(O)C1[C@H](O)C[C@@]2(C)C3CC=C4C(C=C(O[C@@H]5O[C@H](CO)[C@@H](O)[C@H](O)[C@H]5O)C(=O)C4(C)C)[C@]3(C)C(=O)C[C@]12C (stereo partly specified)	1	-0.7	-6	-5	-13	-0.1	3	2	8
O=C(Cc1ccccc1)Nc1ccc(NC(=O)C2CC2)nc1	2	-0.2	9	-5	-2	0.5	4	12	-8
CC(=O)/C(=N\Nc1ccccc1)Oc1ccc([N+](=O)[O-])cc1	2	-0.2	22	16	-2	1.0	3	0	-1
O=C(O)C1C2C=CC(C2)C1C(=O)NC(c1ccccc1)c1ccccc1 (stereo unspecified)	7	0.1	-3	-6	-3	-1.2	-3	-8	-2
CCCCc1c(O)nc(SCCN(C)C)n(-c2ccccc2)c1=O	5	-0.3	-17	-7	-4	-0.4	-1	-3	38*
Cc1ccccc1NC(=O)CCCn1nc(C)c2c(C)n(-c3ccccc3)nc2c1=O	-8	0.1	12	-4	-2	-0.4	0	11	2
COc1cc2c(cc1OC)CN(CC(=O)Nc1ccc(S(=O)(=O)N3CCCC3)cc1)CC2	10	-0.2	5	2	-5	0.9	0	1	-9
C=CCNC(=S)NNC(=O)c1ccccc1OCC	-1	-0.6	0	-3	-3	0.2	-2	-4	-35
CCCN1C2=NCCCN2c2ccccc21	1	-0.2	-12	-6	-3	-0.9	3	-1	1
CCOC(=O)c1sc(NC(=O)/C=C/c2ccc(F)cc2)nc1C	4	0.2	15	-2	-7	0.1	0	5	8
COC(=O)c1ccc(COc2cccc3c2CCN(Cc2ccccc2)C3=O)o1	2	0.1	5	16	-1	-1.3	-6	2	-4
Nc1nonc1-n1nnc(C(=O)N/N=C/c2ccccn2)c1CNc1ccccc1	-4	-0.5	6	4	-2	0.3	-1	3	9
Other compounds follow.
SMILES	eLon inh	Tb MetRS inh	SKN-1 inh	FAS TE block	MsrA act	MsrA inhibitor	MT1-MMP act inh	CendR NRP1 mod	PABP1 MLLE inh
O=C(O)CNC(=O)C(Cc1ccccc1)NC(=O)OCc1ccccc1 (stereo unspecified)	-5	-0.8	0	-7	-12	2.0	1	4	-4
OCCNCc1cc(Br)ccc1OCc1ccccc1Cl	-7	0.0	-7	-4	-3	0.2	-2	8	7
COc1cccc(CNc2ccc(N3CCCCC3)cc2)c1OC	-5	-0.4	0	7	-2	0.6	14	9	25
Cc1cccnc1NC(=O)Nc1cccc(Cl)c1	2	-0.9	13	-5	-3	0.4	0	-8	8
O=[N+]([O-])c1cccc(S(=O)(=O)N2CCCC2)c1	0	0.2	6	-8	-2	-1.1	-9	-22	6
CCOC(=O)Cc1csc(NC(=O)c2sc3nc4cc(C)ccc4cc3c2N)n1	-81	0.1	6	-30	-8	1.1	-96	74	23
C[C@H](CO)N1C[C@H](C)[C@@H](CN(C)Cc2ccccc2)Oc2c(NS(=O)(=O)c3ccccc3)cccc2C1=O	0	-0.3	-3	-9	-1	-0.3	4	2	12
Cc1cccc(Cc2cnc(NC(=O)c3ccc(C)o3)s2)c1	-4	0.4	14	-4	-5	-0.7	9	-6	-11
CCn1c(N2CCN(C(c3ccccc3)c3ccccc3)CC2)nc2c1c(=O)[nH]c(=O)n2C	3	-1.0	12	4	-8	1.6	2	-14	-7
CCC(C)NC(=O)C1c2ccccc2C(=O)N1Cc1ccc(F)cc1 (stereo unspecified)	6	-1.1	-5	-5	-3	-1.6	0	13	8
COc1ccc2c(CCNC(N)=S)c[nH]c2c1	-9	0.2	-9	-8	2	0.1	4	2	-67
CC(=O)N1CCc2cc(S(=O)(=O)CCC(=O)Nc3c(C)n(C)n(-c4ccccc4)c3=O)ccc21	-7	-0.1	-2	-6	-5	-0.3	0	-6	-3
CC(C)CC(COCc1ccc(Cl)cc1)N1CCN(C(=O)c2ccc(C(F)(F)F)cc2)CCC1=O (stereo unspecified)	-9	-0.6	4	35	2	-0.2	1	15	-13
CCCCn1c(SCC(=O)OCC)nc2c(sc(=S)n2-c2ccccc2OC)c1=O	14	-0.8	-19	27	-6	0.8	3	-1	-4

5 structures already listed, sorted by count of non-hydrogen atoms, descending.
SMILES	eLon inh	Tb MetRS inh	SKN-1 inh	FAS TE block	MsrA act	MsrA inhibitor	MT1-MMP act inh	CendR NRP1 mod	PABP1 MLLE inh
CCn1c(N2CCN(C(c3ccccc3)c3ccccc3)CC2)nc2c1c(=O)[nH]c(=O)n2C	3	-1.0	12	4	-8	1.6	2	-14	-7
CCCCn1c(SCC(=O)OCC)nc2c(sc(=S)n2-c2ccccc2OC)c1=O	14	-0.8	-19	27	-6	0.8	3	-1	-4
CCC(C)NC(=O)C1c2ccccc2C(=O)N1Cc1ccc(F)cc1 (stereo unspecified)	6	-1.1	-5	-5	-3	-1.6	0	13	8
Cc1cccc(Cc2cnc(NC(=O)c3ccc(C)o3)s2)c1	-4	0.4	14	-4	-5	-0.7	9	-6	-11
COc1ccc2c(CCNC(N)=S)c[nH]c2c1	-9	0.2	-9	-8	2	0.1	4	2	-67
